Compound activity: PubChem, Broad Institute
MITF act – increases MITF-driven TRPM1 promoter luciferase signal. SK-MEL-5 TRPM1-promoter luciferase, 24 h; % of positive control, neutral wells = 0. activation, % at 12.5 µM. 300,000 compounds, 0.75% hits;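 active = mean activation of at least 80% with every replicate also reaching 80%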;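 note: 0% = neutral control wells and 100% = parthenolide positive control wells; values of inactives mirror those of a sister screen read the other way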
PfHsp90 set2 – inhibits growth of yeast expressing Plasmodium falciparum Hsp90. inhibition, % at 9.4 µM. S. cerevisiae expressing PfHsp90, BacTiter-Glo ATP, 48 h; yeast lacking PDR1 and PDR3 efflux regulators. 310,000 compounds, 0.32% hits;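 active = every replicate shows inhibition above about 80%, whatever the replicate mean, limit read from the data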;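 note: 0% = DMSO neutral controls and 100% = 20 µM radicicol positive controls; yeast relying on Plasmodium falciparum Hsp90 in place of its own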
CAL PDZ FP-1 – blocks peptide binding to human CAL PDZ domain. 330,000 compounds, 0.02% hits. purified CAL PDZ, TMR-peptide fluorescence polarization, 1 h. Q9HD26. AID 504414. inhibition, % at 20 µM;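 active = highest replicate inhibition of at least 40%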;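 note: plate controls were DMSO neutral control wells for no effect and unlabeled competitor peptide control wells for full effect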
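System: tagged CAL PDZ domain. Schedule: 1 h room-temperature incubation prior to read. Signal: fluorescence polarization (mP). Measure: percent inhibition from loss of millipolarization.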
SR-BI uptake up – SR-BI HDL lipid transfer activation; 320,000 compounds, 0.096% hits; CHO ldlA[mSR-BI] cells, DiI-HDL uptake fluorescence, 3 h; 100 = double the neutral-control signal; activation, % at 12.5 µM;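 active = mean replicate activation of at least 60% and every replicate at or above 60%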;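 note: 0% = median plate neutral-control signal and 100% = twice that signal; values of inactives mirror those of a sister screen read the other way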
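Test system: SR-BI-overexpressing, LDLR-lacking CHO cells; Also added: labelled HDL, 10 µg/mL; Measured by: bottom-read cell fluorescence after medium removal, ex 550/em 595 nm; Timing: 3 h uptake period with compound, 37 °C; Buffer or medium: F12, 0.5% BSA, 25 mM HEPES; Doses: single compound concentration, delivered by pin transfer.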
SR-BI DiI inh – mouse SR-BI HDL lipid transfer inhibition. Q61009. ldlA[mSR-BI] CHO cells, DiI-HDL uptake fluorescence, 3 h. inhibition, % at 12.5 µM. 320,000 compounds, 0.96% hits;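 active = mean replicate inhibition of at least 70% and a set share of replicates each scoring 70 or more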;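 note: 0% = median of neutral control wells and 100% = median of positive control wells; values of inactives mirror those of a sister screen read the other way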
Target sequence (Q61009 whole entry, looked up): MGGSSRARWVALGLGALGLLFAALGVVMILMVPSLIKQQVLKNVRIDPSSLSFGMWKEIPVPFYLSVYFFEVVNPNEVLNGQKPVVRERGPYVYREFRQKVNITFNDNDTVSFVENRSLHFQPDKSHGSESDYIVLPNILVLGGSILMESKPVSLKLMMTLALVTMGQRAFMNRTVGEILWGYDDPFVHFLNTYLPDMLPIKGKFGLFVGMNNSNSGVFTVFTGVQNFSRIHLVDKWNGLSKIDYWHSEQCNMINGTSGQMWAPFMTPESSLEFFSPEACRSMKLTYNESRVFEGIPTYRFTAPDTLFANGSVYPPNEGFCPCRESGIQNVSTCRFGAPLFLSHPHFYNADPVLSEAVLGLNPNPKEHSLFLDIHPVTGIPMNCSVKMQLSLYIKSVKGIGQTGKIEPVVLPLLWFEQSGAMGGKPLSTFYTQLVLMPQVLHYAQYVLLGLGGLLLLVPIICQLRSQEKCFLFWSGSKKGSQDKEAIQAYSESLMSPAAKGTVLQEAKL
PvdQ acylase – blocks Pseudomonas aeruginosa PvdQ acylase activity | purified PvdQ acylase, fluorescence plate reader | 340,000 compounds, 0.063% hits | inhibition, % at 10 µM | AID 488965; in the data active = inhibition above about 30%, passing the limit was not always enough;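 note: 0% = vehicle neutral wells and 100% = reference inhibitor wells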
NSD2 inh – blocks human histone methyltransferase NSD2. AID 743445. 310,000 compounds, 0.54% hits. O96028. inhibition, % at 12.5 µM. NSD2 peptide methylation, AlphaScreen, 120 min; in the data active = inhibition above about 50%
CAL PDZ FP-2 – inhibitors of human CAL PDZ peptide binding; purified CAL PDZ, TMR-peptide fluorescence polarization, 1 h; inhibition, % at 24.9 µM; 300,000 compounds, 0.92% hits; AID 602252;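 active = mean inhibition of at least 30% with at least half of replicates also reaching 30%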;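 note: 0% = DMSO neutral control and 100% = excess unlabeled competitor peptide PRC23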
Rtt109 HAT inh – C. albicans Rtt109 histone acetyltransferase inhibition; AID 540336; 330,000 compounds, 0.16% hits; purified Rtt109/Vps75, ThioGlo CoA-SH fluorescence, 4 h; inhibition, % at 34.9 µM;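 active = inhibition of at least 50% in every replicate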
Target sequence (Q5AAJ8 whole entry, looked up): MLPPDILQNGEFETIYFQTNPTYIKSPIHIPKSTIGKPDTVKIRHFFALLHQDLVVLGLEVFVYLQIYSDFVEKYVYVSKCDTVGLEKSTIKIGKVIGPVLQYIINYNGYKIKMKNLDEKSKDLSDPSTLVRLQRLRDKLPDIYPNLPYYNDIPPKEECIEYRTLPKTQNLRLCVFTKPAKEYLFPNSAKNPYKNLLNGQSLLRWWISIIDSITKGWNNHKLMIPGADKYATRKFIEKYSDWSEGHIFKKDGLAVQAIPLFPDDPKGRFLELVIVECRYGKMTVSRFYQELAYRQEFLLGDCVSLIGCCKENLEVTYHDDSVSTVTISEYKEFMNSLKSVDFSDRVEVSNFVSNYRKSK
dFosB act – mouse delta FosB homodimer activation; P13346; purified delta FosB, TAMRA-CDK5 oligo fluorescence polarization; percent of positive-control signal above neutral wells; activation, % at 25 µM; 340,000 compounds, 0.99% hits; AID 493131;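 active = mean activation above about 17%, with every replicate also reaching it, limit read from the data, passing the limit was not always enough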;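 note: fluorescence polarization rise as delta FosB binds a TAMRA Cdk5 AP-1 oligo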
The depositor's hits bear a star; . = no result given.

MITF act	PfHsp90 set2	CAL PDZ FP-1	SR-BI uptake up	SR-BI DiI inh	PvdQ acylase	NSD2 inh	CAL PDZ FP-2	Rtt109 HAT inh	dFosB act	Molecule
5	1	-1.6	1	-1	-5	1	-4	-2	3	Cn1c(=O)c2c(ncn2CC(=O)N/N=C/c2ccc(Br)s2)n(C)c1=O
9	-16	-2.6	-43	43	6	1	-3	5	-11	COc1ccc(-c2cc(-c3ccc(Br)cc3)nc3ncnn23)cc1OC
70	27	-2.8	-68	68	-1	-33	-5	4	-10	CCC(=O)Nc1sc(C(=O)Nc2ccccc2)c(C)c1C(=O)OC
1	10	-0.3	-3	3	-5	-3	2	7	4	CC(C)C[C@H](NC(=O)C1CCC(CNC(=O)[C@@H]2CCCN2C(=O)OC(C)(C)C)CC1)C(=O)O (stereo partly specified)
63	-20	-2.7	-11	11	-13	2	1	-9	2	COc1ccc(NC(=O)COc2ccccc2)c(OC)c1
15	-5	0.1	12	-12	1	0	0	0	-3	CC(C)(C)c1ccc(NC(=O)COC(=O)CCc2nc3ccccc3c(=O)[nH]2)cc1
-4	-5	0.3	5	-5	-16	-1	-6	3	-13	COC(=O)C1CN(C(=O)C(C)Oc2ccc(F)cc2)c2ccccc2O1 (stereo unspecified)
9	-23	-1.7	.	.	-8	14	3	-5	40*	CC(C)c1ccc(N(C(=O)c2snc(C(N)=O)c2N)C(C(=O)NC2CCCC2)c2ccncc2)cc1 (stereo unspecified)
6	-14	-2.9	35	-35	-10	-1	44*	13	-25	Cc1noc(C)c1S(=O)(=O)N(CC(=O)NCc1ccc(F)cc1)c1ccc(C(C)C)cc1
.	7	-0.6	1	-1	-16	1	-2	1	-3	O=C(CSc1nc(C2CC2)nc2ccccc12)Nc1ccc2c(c1)OCCO2
.	2	-0.3	19	-19	-14	1	-6	-4	-2	CCOCCOC(=O)C1=C(C)NC(=O)NC1c1cc2c(cc1Br)OCO2 (stereo unspecified)
-13	-19	-3.6	-35	35	-5	.	-1	3	-57	CCOC(=O)c1cc(-c2ccncc2)nc2c1c(C)nn2C
16	22	-1.5	-11	11	-11	.	-1	6	8	COc1ccc(OCC(=O)N/N=C/c2ccc(O[C@@H]3O[C@H](CO)[C@@H](O)[C@H](O)[C@H]3O)cc2)cc1
2	-2	-0.6	-20	20	-22	2	-1	-6	-4	Cc1ccc(Cl)cc1N1CCN(C(=O)CN(C2CCCCC2)S(C)(=O)=O)CC1
3	-31	-1.1	10	-10	-11	20	-4	56*	-5	O=C(O)C(Cc1ccccc1)N1C(=O)/C(=C/c2cccs2)SC1=S (stereo unspecified)
5	.	0.0	-32	32	-11	-2	.	5	-2	CC(C)C(NCC(=O)Nc1ccccc1C(=O)NC1CC1)c1ccccc1 (stereo unspecified)
-5	-59	-3.6	-39	39	3	7	7	8	-18	Cc1cccc(NC(=O)Cc2coc3ccc4ccccc4c23)n1
-5	12	-2.5	7	-7	-13	-1	-8	3	3	Cc1ccc(S(=O)(=O)N/N=C/c2ccc3nccnc3c2)cc1
-7	21	-1.1	-11	11	-2	-2	-2	-16	-11	COc1ccc(OC)c(/C=N/NC(=O)CNC(=O)c2cccc3ccccc23)c1
-14	-16	-0.1	.	.	-7	-4	-2	2	-1	COC(=O)C1=C(C)Nc2ncnn2C1c1ccc(OC(=O)c2ccccc2)cc1 (stereo unspecified)
1	-1	0.4	5	-5	-1	-3	-3	1	-1	O=C(CSc1nnc(-c2ccco2)o1)NC1CCCCCC1
-50	12	-2.4	-4	4	-6	5	55*	22	-29	Cc1nc(SCCC(=O)O)c2cc(-c3ccccc3)sc2n1
-12	-40	-1.1	-49	49	-14	.	-7	-1	-3	CCCc1nc2c(s1)CCc1onc(-c3ccc(OC)cc3)c1-2
35	20	-2.9	51	-51	-6	-2	-2	-8	-4	COC(=O)c1ccc(N=NN2CCOCC2)cc1
-17	-3	-1.1	16	-16	-1	-3	.	0	-2	CC(=O)c1c(C(C)=O)c(C)n(NC(=O)c2ccccc2O)c1C
-7	3	-1.6	-12	12	8	.	-4	5	-2	Cc1nc2ccc(NC(=O)c3ccc(S(=O)(=O)N4CCOCC4)cc3)cc2s1
-16	-21	0.9	-46	46	-1	3	-6	3	-5	CCOC(=O)N1CCN(CC(=O)Nc2cc(OCC)ccc2OCC)CC1
.	2	-0.7	-5	5	-5	-2	2	-12	-2	Cn1c(=O)c2c(nc(CN3CCC(C(N)=O)CC3)n2CCCc2ccccc2)n(C)c1=O
-9	8	-0.2	28	-28	-9	-1	.	1	-14	O=S(=O)(N/N=C1\CCCc2ccccc21)c1ccccc1
13	-41	-3.6	-15	15	-12	-6	-2	3	-4	Cc1ccc([N+](=O)[O-])cc1S(=O)(=O)Nc1ccc(-c2ccc(N3CCCC3)nn2)cc1

Continued (six carried over from the part before).
MITF act	PfHsp90 set2	CAL PDZ FP-1	SR-BI uptake up	SR-BI DiI inh	PvdQ acylase	NSD2 inh	CAL PDZ FP-2	Rtt109 HAT inh	dFosB act	Molecule
-17	-3	-1.1	16	-16	-1	-3	.	0	-2	CC(=O)c1c(C(C)=O)c(C)n(NC(=O)c2ccccc2O)c1C
-7	3	-1.6	-12	12	8	.	-4	5	-2	Cc1nc2ccc(NC(=O)c3ccc(S(=O)(=O)N4CCOCC4)cc3)cc2s1
-16	-21	0.9	-46	46	-1	3	-6	3	-5	CCOC(=O)N1CCN(CC(=O)Nc2cc(OCC)ccc2OCC)CC1
.	2	-0.7	-5	5	-5	-2	2	-12	-2	Cn1c(=O)c2c(nc(CN3CCC(C(N)=O)CC3)n2CCCc2ccccc2)n(C)c1=O
-9	8	-0.2	28	-28	-9	-1	.	1	-14	O=S(=O)(N/N=C1\CCCc2ccccc21)c1ccccc1
13	-41	-3.6	-15	15	-12	-6	-2	3	-4	Cc1ccc([N+](=O)[O-])cc1S(=O)(=O)Nc1ccc(-c2ccc(N3CCCC3)nn2)cc1
-8	.	-1.1	14	-14	-13	-1	-3	7	-7	O=C(/C=C/c1cccc(F)c1)NNC(=O)c1ccncc1
8	16	-0.9	6	-6	-4	-1	1	.	2	O=C(CCC(=O)OCc1ccc([N+](=O)[O-])cc1)Nc1ccc(F)cc1
-3	5	-0.3	16	-16	-7	-1	.	-11	-3	N#Cc1ccc(Oc2ccc(-c3cnc4ccccc4n3)cc2)cc1C#N
11	-4	-2.2	-48	48	-18	.	-1	3	-9	Cc1ccc(-c2csc(N(CCO)CCCn3c(C(F)(F)F)nc4cc(C(F)(F)F)ccc43)n2)cc1
.	.	0.0	4	-4	-12	-11	-2	1	-2	Cc1ccc(SCCC(=O)N2CCC(C)CC2)cc1
-5	3	-2.2	21	-21	28	3	0	6	0	CCOC(=O)N1CCN(c2ccc([N+](=O)[O-])cc2)CC1
4	-18	-1.8	14	-14	-13	-1	-3	-18	-1	Cc1ccc(-n2c(=O)c(C#N)cc3c(=O)n4ccccc4nc32)cc1
7	-6	-0.8	.	.	-17	-2	-1	0	-5	COCCCn1c(=O)c2sccc2n(Cc2ccccc2C)c1=O
-2	8	-1.0	-6	6	0	1	-2	1	-3	Cc1cc(C)n(C(=O)CCNC(=O)c2ccccc2Cl)n1
-5	-1	0.3	.	-36	-14	-1	4	0	2	N#CCc1ccc(NC(=O)c2ccc(S(=O)(=O)N3CCOCC3)cc2)cc1
.	5	-2.4	-16	16	-7	0	-3	10	-8	CC(=O)c1ccc(N2Cc3ccccc3C2)cc1
-11	-5	-1.9	11	-11	-11	-1	-1	-3	-6	Cc1ccc(Cn2ccnc2SCC(=O)NC2CCCC2)cc1
.	.	0.5	10	-10	-15	.	.	7	-6	CCN1CCN(C(=O)C2CCN(Cc3nc(-c4cccc(Cl)c4)oc3C)CC2)CC1
-5	6	0.3	22	-22	-16	-1	1	10	-5	O=C(CSc1nnnn1-c1cccc2ccccc12)NC(C(=O)O)(c1ccccc1)c1ccccc1
-5	-7	-1.7	-28	28	-3	-1	-2	-3	-3	Cc1cc(C)c(NC(=O)CN(C)C(C)C(=O)N2CCc3ccccc32)c(C)c1 (stereo unspecified)
.	.	-1.1	-2	2	-15	-1	-6	-1	-8	Cc1ccc(NC(=O)Cc2noc3ccccc23)cc1
2	8	-1.8	-22	22	0	2	-2	13	1	Cc1ccc(SC2CCN(C(=O)C3CCC(=O)N(C4CC4)C3)CC2)cc1 (stereo unspecified)
12	-16	-0.6	2	-2	-8	-4	-1	1	1	Clc1cccc(NCc2nnc(SCc3ccccc3Cl)o2)c1
19	15	-0.2	2	-2	-6	0	-2	8	-2	COc1ccc2nc(Cl)c(C#N)cc2c1
0	2	-0.1	12	-12	5	.	-2	1	2	COc1ccc([C@@H]2[C@@H]3C(=O)N(C(C)(C)C)C(=O)[C@@H]3[C@]3(C)C(=O)N(c4ccccc4)C(=O)N23)cc1
-13	3	-0.8	-1	1	-12	0	-1	6	3	CCn1c(SCC(=O)Nc2nc(-c3ccccc3)cs2)nc2c1c(=O)n(C)c(=O)n2C
7	20	-0.7	4	-4	7	-2	1	16	-5	O=C(CN1CCN(C(=O)c2ccco2)CC1)Nc1ccc2c(c1)OCCO2
-3	5	-1.1	38	-38	-8	-1	1	4	-8	O=C1C(=O)N(CCN2CCOCC2)C(c2ccccc2)/C1=C(\O)c1ccc2c(c1)OCCO2 (stereo unspecified)
3	.	0.3	5	-5	-11	.	-4	2	-7	CCN(CC)C(=O)c1[nH]cnc1C(=O)N[C@H](C)c1ccccc1
-1	7	-0.2	46	-46	-2	-1	5	3	4	CCN1C(=O)C2(C(C#N)=C(N)Oc3n[nH]c(COC)c32)c2ccccc21 (stereo unspecified)
-8	-3	-0.2	-7	7	-1	-5	4	-1	-11	CCc1ccc(C2(O)CC(C(F)(F)F)=NN2C(=O)Cc2ccc([N+](=O)[O-])cc2)cc1 (stereo unspecified)
-3	16	-0.5	7	-7	-5	0	.	-4	2	CC12CCC(=O)N1C(C(=O)N1CCN(c3ccccc3)CC1)CS2 (stereo unspecified)
-2	9	0.6	59	-59	-5	0	-4	-7	-5	CCOC(=O)C(NC(=O)CC(C)C)(Nc1sc2c(c1C(N)=O)CCCC2)C(F)(F)F (stereo unspecified)
.	1	-4.5	-27	27	-6	-1	-5	-12	3	COCn1c(COc2ccccc2)nc2ccccc21
.	-3	-2.1	37	-37	-13	-5	-11	9	1	Cc1ccc(C(=O)NC=C(Cl)Cl)cc1
4	3	-2.6	-8	8	9	-2	-3	17	-6	CC(=O)c1ccc(N2CCN(C(=O)C3CCCN(c4ncnc5c4nc4n5CCCCC4)C3)CC2)cc1 (stereo unspecified)

Taken from above.
For Rtt109 HAT inh, CCN1CCN(C(=O)C2CCN(Cc3nc(-c4cccc(Cl)c4)oc3C)CC2)CC1 reads 7
For Rtt109 HAT inh, N#CCc1ccc(NC(=O)c2ccc(S(=O)(=O)N3CCOCC3)cc2)cc1 reads 0
